From PubChem
PKM2 activator = increases activity of human pyruvate kinase M2 | AID 1631 | purified PKM2, Kinase-Glo ATP luminescence, activation; response scale: 0% is enzyme alone, no compound | 260,000 compounds, 0.34% hits | Potency, µM (top dose mostly 57.5 µM), inactives show at the top dose activation, most hits filed as activators; further: potency means the concentration at half of the fitted maximal effect; on the % scale 0 is the no-effect control and ±100 the full control effect; nearly all actives have a fitted effect of over 55% in size
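Purified hPK-M2 (>95% pure) converted ADP (0.1 mM final) to ATP with 0.5 mM PEP in 50 mM imidazole pH7.2, KCl, MgCl2, Tween 20, BSA; 1 h at room temperature. ATP detected by Kinase-Glo luminescence.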
Menin MLL FP TR = menin-MLL binding inhibition, Texas Red mutant peptide | O00255 | Menin + Texas Red MLL mutant peptide, fluorescence polarization | Potency, µM (series often up to 61.6 µM), for inactives: at the top dose FP activity change, negative = inhibition, hits mostly inhibitors | 270,000 compounds, 0.23% hits; active means well fitted inhibition curve with a large enough effect in the polarisation, with a control signal flat, not every such curve was filed as active; inconclusive means small, poorly fitted or top-dose-only effect, or effect the other way, or a change in a side signal; inactive means no such curve, though single readings can be large or run the other way; the % refers to the polarisation; further: potency means the concentration at half of the fitted maximal effect; % of control where 0% means no effect; many of its hits are not listed in these tables
MBNL1 CUG block = blocks human MBNL1 binding to CUG repeat RNA; Q9NR56; AID 2675; 280,000 compounds, 0.036% hits; TR-FRET MBNL1-His/biotin-(CUG)12 binding, 665/545 ratio; Potency, µM (doses to about 57.5 µM), without a hit: top-dose activity change, negative = inhibition, usual class: inhibitors; active means well fitted inhibition curve with a large enough effect in the signal ratio, with a control signal flat, not every such curve was filed as active; inconclusive means small, poorly fitted or top-dose-only effect, or effect the other way, or a change in a side signal; inactive means no such curve, though single readings can be large or run the other way; the % refers to the signal ratio; further: potency means the concentration at half of the fitted maximal effect; on the % scale 0 is the no-effect control and ±100 the full control effect
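MBNL1-His + Biotin-(CUG)12, cpd titration 92 nM–58 uM; Tb anti-His Ab 0.055 ng/ul, SA-XL665 5 nM (final); 60 min RT; ratiometric 665/545 nm, Ex 340 nm; normalized to buffer and full-complex controls.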
GALK inhibitor = galactokinase (human) inhibition. 270,000 compounds, 0.007% hits. AID 1868. P51570. Potency, µM (top dose mostly 57.5 µM), for the others: top-dose activity change, negative = inhibition, usual class: inhibitors. Purified GALK, Kinase-Glo residual ATP luminescence; further: potency means the concentration at half of the fitted maximal effect; on the % scale 0 is the no-effect control and ±100 the full control effect
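Kinase-Glo Plus luminescence measured ATP left after a 1 h room-temperature reaction. The reaction used 5 nM GALK, 100 uM galactose and 35 uM ATP at pH 8.0 (20 mM HEPES, 5 mM MgCl2, 60 mM NaCl, 1 mM DTT, 0.01% BSA).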
Mito fusion act = mitochondrial division inhibition or fusion activation | S. cerevisiae fusion-defective mutant growth rescue, CellTiterGlo 48 h | Potency, µM (titrated, usually from 46.1 µM), without a hit: at the highest dose growth rescue (activation), hits mostly activators | 320,000 compounds, 0.23% hits | AID 485298;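 further: potency means the concentration at half of the fitted maximal effect; % of control where 0% means no effect; nearly all actives have a fitted effect of over 45% in size; temperature-sensitive fusion mutants such as fzo1-1 at 37 °C on non-fermentable ethanol glycerol medium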
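Compounds are tested for their ability to restore growth of mitochondrial fusion-defective yeast strains at non-permissive 37C in YPEG medium over 48 hours. Viability is quantified by luciferase luminescence.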
TSHR antag = human thyrotropin receptor antagonism. activity change, negative = inhibition, % at 11.5 µM. 330,000 compounds, 0.2% hits. AID 504810. P16473. TSHR-expressing cells, TSH-stimulated cAMP HTRF, 2 h; active compounds read low;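 active means activity change below a set negative limit, meaning inhibition stronger than a set level, cut at about -70% in these data; inconclusive means activity change between two set negative limits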; further: on the % scale 0 is the no-effect control and ±100 the full control effect
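Antagonism was scored as loss of TSH-driven cAMP in TSHR cells, stimulated with 4nM TSH (EC80) for 2 hours at 37 deg C and detected by homogeneous HTRF competition immunoassay.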
S-ASM inh = blocks human secretory acid sphingomyelinase; P17405; placental ASM, HMU-PC fluorogenic substrate, 60 min; Potency, µM (doses to about 57.5 µM), for the others: top-dose activity change, negative = inhibition, most hits filed as inhibitors; 340,000 compounds, 0.006% hits; further: potency means the concentration at half of the fitted maximal effect
Target sequence (P17405 47-631 limits assumed): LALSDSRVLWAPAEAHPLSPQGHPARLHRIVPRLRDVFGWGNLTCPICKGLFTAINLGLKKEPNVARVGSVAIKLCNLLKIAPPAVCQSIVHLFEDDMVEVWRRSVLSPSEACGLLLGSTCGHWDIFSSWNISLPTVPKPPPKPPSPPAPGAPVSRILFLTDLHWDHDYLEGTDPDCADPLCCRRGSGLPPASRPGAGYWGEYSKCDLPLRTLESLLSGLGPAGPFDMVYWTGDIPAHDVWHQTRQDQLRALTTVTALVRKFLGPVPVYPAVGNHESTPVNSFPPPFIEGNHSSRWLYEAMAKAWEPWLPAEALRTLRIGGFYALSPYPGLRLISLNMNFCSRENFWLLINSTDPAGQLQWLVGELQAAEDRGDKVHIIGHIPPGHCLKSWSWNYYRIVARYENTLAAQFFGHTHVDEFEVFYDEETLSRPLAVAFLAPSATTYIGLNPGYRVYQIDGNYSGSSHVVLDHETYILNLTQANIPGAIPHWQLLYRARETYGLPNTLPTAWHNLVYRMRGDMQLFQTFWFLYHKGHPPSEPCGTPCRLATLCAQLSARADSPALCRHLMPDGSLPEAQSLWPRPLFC
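Human placenta-derived ASM enzyme was preincubated with compound for 10 minutes at room temperature, then given fluorogenic substrate HMU-PC0 (9 uM final) for 60 minutes at 37 °C; a pH 10 stop preceded fluorescence reading at Ex 386/Em 447 nm.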
KCNH2 WT inh = inhibitors of human wildtype KCNH2 potassium channel; Q12809; U2OS, BacMam KCNH2, thallium flux FluxOr; active compounds read low; activity change, % at 1.84 µM; 340,000 compounds, 0.37% hits; AID 720551;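 active means maximum activity change below -70%; inconclusive means maximum activity change between -70% and -50%; inactive means maximum activity change above -50%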; further: on the % scale 0 is the no-effect control and ±100 the full control effect
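U2OS cells were transduced with wild-type KCNH2 virus (2.03 x 10^8 / mL) for 4 h at room temperature, then cultured overnight at 37 C. Thallium flux was read with FluxOr dye. Rate constants were normalized to DMSO controls.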
USP2a block = blocks human ubiquitin-specific protease USP2a; O75604; USP2 core, Ub-CHOP2 coupled fluorogenic reporter, 485/531; Potency, µM (doses to about 38.3 µM), for the others: at the highest dose activity change, negative = inhibition, hits mostly inhibitors; 330,000 compounds, 0.01% hits; AID 463254;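 further: potency means the concentration at half of the fitted maximal effect; plate controls were DMSO wells for no effect and full inhibition by NEM control for full effect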
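Cell-free coupled assay: 10nM USP2 core preincubated 30min RT with compound in Tris-HCl pH 8.0/CaCl2/CHAPS buffer, then 25nM Ub-CHOP2 and 25nM reporter substrate; fluorescence (Ex 485/Em 531) read after 60min RT, normalized to NEM inhibition, concentration-response curves fitted.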
Eya2 inh = Eya2 (human) phosphatase inhibition; recombinant Eya2, OMFP fluorescence dephosphorylation (OMFP is methylfluorescein phosphate); Potency, µM (series often up to 76.9 µM), inactives show at the highest dose activity, negative = inhibition, actives largely listed as inhibitors; 330,000 compounds, 0.006% hits; O00167; further: potency means the concentration at half of the fitted maximal effect; on the % scale 0 is the no-effect control and ±100 the full control effect
Target sequence (O00167 whole entry, looked up): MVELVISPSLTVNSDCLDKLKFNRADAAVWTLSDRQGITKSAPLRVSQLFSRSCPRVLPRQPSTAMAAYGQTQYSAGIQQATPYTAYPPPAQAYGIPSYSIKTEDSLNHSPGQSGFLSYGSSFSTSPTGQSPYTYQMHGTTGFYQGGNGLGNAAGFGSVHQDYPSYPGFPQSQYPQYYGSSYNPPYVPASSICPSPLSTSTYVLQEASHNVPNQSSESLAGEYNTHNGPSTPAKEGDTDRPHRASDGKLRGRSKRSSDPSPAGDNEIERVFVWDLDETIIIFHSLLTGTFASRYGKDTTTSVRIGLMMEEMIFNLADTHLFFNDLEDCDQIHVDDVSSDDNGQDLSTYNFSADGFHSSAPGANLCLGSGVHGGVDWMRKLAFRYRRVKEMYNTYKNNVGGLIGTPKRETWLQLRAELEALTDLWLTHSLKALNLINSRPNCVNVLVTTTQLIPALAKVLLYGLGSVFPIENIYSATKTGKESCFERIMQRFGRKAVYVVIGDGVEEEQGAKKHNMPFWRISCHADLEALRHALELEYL
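Eya2 (0.2 uM) preincubated 10 min at ambient with compound, then OMFP substrate added at 50 uM; 10 min reaction in 50 mM HEPES pH 7.5, 50 mM NaCl, 5 uM MgCl2, 0.05% BSA, 1 mM DTT. Fluorescence read at Ex 485/Em 525 nm.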
Chronic BCR inh = blocks chronic active B-cell receptor signaling. AID 493014. Potency, µM (titrated, usually from 46.1 µM), for inactives: top-dose ratio change, negative = lower green/red ratio, actives largely listed as inhibitors. ABC-DLBCL IkBa-CBG/CBR reporter, luminescence ratio, 4 h. 340,000 compounds, 0.05% hits; active means well fitted inhibition curve with a large enough effect in the signal ratio, with a control signal flat, not every such curve was filed as active; inconclusive means small, poorly fitted or top-dose-only effect, or effect the other way, or a change in a side signal; the % refers to the signal ratio;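 further: potency means the concentration at half of the fitted maximal effect; plate controls were basal doxycycline-induced cells for no effect and cells given 10 µM MG132 for full effect; MG132 reads +100%, hits lower the ratio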
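TMD8 ABC-DLBCL cells carrying doxycycline-inducible green luciferase fused to IkappaBalpha plus unfused red luciferase were exposed to compounds (up to 46 uM) for 4 hrs at 37C. Activity came from the overlap-corrected green/red luminescence ratio.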
Starred values were filed as active, the others as inactive; i = inactive; ? = inconclusive; / = no result given; [ ] = dose if it differs, or a comment. Unless noted, the call rests on the fitted dose curve; in most records, active means well fitted curve in the direction sought with a large enough effect; inconclusive means small, poorly fitted or top-dose-only effect, or another doubt; inactive means no such curve, though single readings can be large; an effect the other way counts as inactive or inconclusive.

SMILES	PKM2 activator	Menin MLL FP TR	MBNL1 CUG block	GALK inhibitor	Mito fusion act	TSHR antag	S-ASM inh	KCNH2 WT inh	USP2a block	Eya2 inh	Chronic BCR inh
CCOC(=O)CSc1nc2c([nH]c3ccccc32)c(=O)n1C	-5%	2%	7%	0%	1%	-6	-2%	3	1%	-15%	17%
COc1ccc(-n2nc(C(=O)NCC(=O)NCc3ccccc3OC)c3ccccc3c2=O)cc1	2%	-16%	-2%	-3%	5%	-18	0%	2	0%	-5%	1%
O=C1NN(c2ccccc2)C(=O)/C1=C/c1ccc(-c2ccc(C(=O)O)cc2)o1	-2%	?	12%	-3%	-11%	-10	10%	9	-1%	7%	?
Cn1c(Sc2ccc(C(F)(F)F)cc2[N+](=O)[O-])nnc1-c1ccccc1	5%	?	?	-1%	6%	-5	0%	5	0%	6%	?
COc1ccc(CN(C)C(=O)c2ccccc2Sc2ccccc2C#N)c(OC)c1	2%	/	1%	-4%	1%	-2	-1%	-10	4%	-5%	9%
CCC(=O)Nc1nc2ccc(S(C)(=O)=O)cc2s1	12%	7%	3%	-2%	0%	-7	3%	-2	-1%	-3%	?
O=C(Nc1ccc(Nc2ccccc2)cc1)C(Cl)Cl	3%	?	/	1%	?	0	-4%	5	1%	0%	?
COc1ccc(C(=O)c2ccc(OC)cc2O)c(O)c1	-7%	4%	0%	-2%	4%	-4	-2%	0	-1%	4%	0%
CCC(C)Sc1cccc(-c2nc3ccc(C)cn3c2NCc2ccccc2)c1 (stereo not drawn)	/	/	/	/	-8%	-79*	/	15	-12%	-41%	?
CN(/N=C/C=C/c1ccccc1)C1=NS(=O)(=O)c2ccccc21	3%	-7%	-7%	0%	-1%	-4	39%	28	6%	6%	-3%
O=C(C1CCCCC1)N1CCC(O)(c2ccc(Cl)cc2)CC1	/	?	-7%	0%	1%	-2	0%	-1	3%	9%	1%
COc1ccc(CCNC(=O)COc2ccc(-c3ccccc3)cc2)cc1OC	7%	0%	-15%	-1%	-16%	-12	-1%	-2	7%	-9%	-13%
N/C(=N\OC(=O)Cc1ccc([N+](=O)[O-])cc1)c1ccc([N+](=O)[O-])cc1	/	24%	?	1%	-7%	-8	-3%	0	3%	5%	1%
CCC(CC)c1nn2c(N)c(/C=C3\C=Nc4ccccc43)c(=O)nc2s1	-1%	/	/	-6%	0%	-12	-1%	4	0%	4%	7%
O=C(CN1CCN(c2ccccc2F)CC1)c1ccc(O)c(O)c1	/	-2%	-4%	/	2%	0	5%	-6	1%	18%	-2%
COc1ccc(C(=O)N2CCCC(O)C2)cc1OC1CCN(C(C)C)CC1 (stereo not drawn)	-6%	/	2%	-2%	1%	-6	1%	-18	1%	-3%	?
CN(C)c1ccc(C(=O)OCC(=O)Nc2ccc(N3CCOCC3)cc2)cc1	3%	/	2%	-1%	2%	6	0%	-7	-2%	-30%	2%
O=C(c1ccco1)N(Cc1cccc(Br)c1)C1CCS(=O)(=O)C1 (stereo not drawn)	/	/	-12%	6%	1%	-9	6%	-3	2%	-1%	-5%
COC(=O)[C@@]1(Cc2ccc(OC)cc2)[C@H]2c3cc(C(=O)N4CCCC4)n(CCN4CCNC4=O)c3C[C@H]2CN1C(=O)c1ccccc1	8%	17%	-13%	/	-8%	15	/	/	3%	-7%	-1%
COc1ccc(S(=O)(=O)N(CC(=O)NC2CC3CCC2C3)c2ccccc2OC)cc1 (stereo not drawn)	6%	1%	-9%	-1%	8%	2	2%	-6	0%	6%	-5%
COCCn1c(N)c(C(=O)NS(=O)(=O)c2ccc(C)cc2)c(=O)[nH]c1=O	25µM*	?	-7%	0%	0%	-38	12%	3	-2%	-1%	2%
CC1CCN(c2oc(-c3ccccc3Cl)nc2C#N)CC1	-2%	-5%	12%	3%	9%	-5	4%	-2	-1%	27%	?
COc1ccc(N=N/C(=C\O)C(=O)c2ccco2)cc1	-3%	26%	?	1%	0%	1	6%	-1	2%	-15%	?
C=CCNC(=O)CN(c1ccc(OC)cc1OC)S(C)(=O)=O	-1%	/	1%	0%	-2%	9	2%	13	0%	-1%	?
CCCN(C(=O)c1nc2nc(C)cc(C)n2n1)c1c(N)n(Cc2ccccc2)c(=O)[nH]c1=O	/	/	/	/	0%	20	2%	-11	3%	-6%	?
COc1cc2cc(C(=O)N3CCN(Cc4ccc5c(c4)OCO5)CC3)c(=O)oc2cc1OC	-4%	/	12%	3%	-1%	0	i	6	-2%	-5%	0%
NNC(=O)COc1ccc(-c2nccc(-c3ccc(F)cc3)n2)cc1	/	34%[activator]	7%	4%	-20%	13	2%	-8	0%	-6%	-10%
CC(C)NC(=O)CSc1nc2ccccc2n1CC(=O)N1CCc2ccccc21	4%	-20%	-7%	-1%	-5%	-8	3%	-25	0%	-1%	-1%
CC1(c2cc([N+](=O)[O-])cc([N+](=O)[O-])c2)CC(C)(C)N(C(=O)c2ccccc2)c2ccccc21 (stereo not drawn)	-4%	-17%	-5%	-1%	-5%	-11	-6%	2	-1%	0%	5%
CC(=O)c1nn(-c2cccc(Br)c2)cc1C(=O)c1ccc(C)cc1	-17%	-2%	6%	2%	-2%	10	-4%	0	0%	8%	-2%
Cc1ccc(S(=O)(=O)N2CCCN(Cc3nc4ccccc4c(=O)[nH]3)CC2)cc1	/	/	/	/	14%	6	-1%	-11	-2%	8%	4%
O=C(CN1C(=O)NC2(CCOc3ccccc32)C1=O)c1cccs1 (stereo not drawn)	/	/	/	/	/	0	2%	1	2%	5%	?
NNC(=O)c1sccc1OCc1cccc(C(F)(F)F)c1	/	-21%	5%	11%	-3%	-5	-1%	1	0%	?	-10%
CNC(=O)c1cc(NC(=O)CCn2nc(-c3ccccc3)c3ccccc3c2=O)ccc1OC	0%	/	/	3%	0%	-4	-7%	12	-1%	17%	?
O=[n+]1cc(-c2cccc3ccccc23)n([O-])c2c1CCC2	-18%	2%	?	3%	-1%	31	3%	-4	-1%	-6%	10%
CCOc1ccc(C(C(=O)Nc2ccc(F)cc2)N(C(=O)Cn2nnc3ccccc32)C2CC2)cc1 (stereo not drawn)	-1%	/	1%	0%	-2%	-3	-30%	-3	-2%	-4%	6%
Cn1nc(C(=O)NC2CCCc3ccccc32)ccc1=O (stereo not drawn)	1%	-3%	/	-2%	-7%	-4	2%	-17	-1%	-17%	0%
Cn1nnnc1SCC(=O)N1CCOCC1	-2%	7%	0%	1%	-3%	4	3%	-5	-1%	1%	4%
CCOc1cc(/C=C\[N+](=O)[O-])ccc1OCC(=O)Nc1ccccc1C	?	1%	6%	-2%	-8%	-4	-2%	14	-2%	2%	?
O=C(CN1CC(c2ccccc2)CC1=O)OCc1cccc(Br)c1 (stereo not drawn)	4%	-13%	12%	1%	5%	0	1%	10	4%	-1%	34%
CCOC(=O)c1ccc(NC(=O)CNC(=O)c2ccco2)cc1	1%	-10%	-10%	6%	2%	-5	6%	1	0%	-10%	0%
Nc1ncncc1-c1ccc(Cl)cc1	-1%	/	0%	/	2%	-1	0%	4	0%	0%	-1%
CC(C)Oc1cccc(C(=O)NC(=S)N2CCN(c3ccc(C(F)(F)F)cc3[N+](=O)[O-])CC2)c1	-7%	5%	0%	0%	-5%	-9	-6%	-7	0%	13%	6%
COc1ccc(/C(O)=C2/C(=O)C(=O)N(CCCN(C)C)C2c2cccnc2)cc1 (stereo not drawn)	-3%	6%	21%	2%	-6%	5	/	/	1%	2%	-3%

The list is partial, so the mix of outcomes need not match the whole.
